Screening data (PubChem)
DRD3 agonist: qHTS of D3 Dopamine Receptor Agonist: qHTS. D(3) dopamine receptor (Homo sapiens), P35462. max activation, %. actives 0.58% (n = 410,000). D3R DiscoveRx beta-arrestin cells, luminescence, 90 min. AID 652048, 2013; in the data active = max activation above about 30%; also: 0% is about no effect; mostly tested at two doses, the higher about 12 µM
Target sequence (P35462 whole entry, looked up): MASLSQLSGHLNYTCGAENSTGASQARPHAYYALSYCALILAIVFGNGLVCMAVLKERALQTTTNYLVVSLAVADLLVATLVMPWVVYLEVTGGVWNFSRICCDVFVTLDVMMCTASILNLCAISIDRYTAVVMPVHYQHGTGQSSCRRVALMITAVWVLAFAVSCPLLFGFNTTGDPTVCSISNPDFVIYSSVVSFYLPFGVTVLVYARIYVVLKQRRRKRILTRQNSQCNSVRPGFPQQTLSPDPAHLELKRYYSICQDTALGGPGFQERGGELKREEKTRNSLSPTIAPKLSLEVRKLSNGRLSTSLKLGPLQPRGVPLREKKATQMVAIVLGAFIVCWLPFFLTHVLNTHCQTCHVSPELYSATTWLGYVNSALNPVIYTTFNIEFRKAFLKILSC
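Agonist-mode cell screen: cells plated at 1500/well and incubated overnight at 37 °C, then exposed to library compounds for 90 min at 37 °C. Detection reagent was added for 30–60 min at room temperature, and luminescence was read.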
SW480 rerep: A quantitative high throughput screen for small molecules that induce DNA re-replication in SW480 colon adenocarcinoma cells; SW480 DNA re-replication, Hoechst DNA content imaging, 48 h; Potency, µM (titrated, usually from 46.1 µM), for inactives: at the top dose re-replication activation, most hits filed as activators; actives 1.8% (n = 340,000); also: potency is read from the fitted curve at half-maximal effect; % of control where 0% means no effect; nearly all actives have a fitted effect of over 55% in size
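Image-based DNA-content assay: after two days of treatment, nuclei were labelled with the DNA dye Hoechst and imaged, and hits were compounds raising the count of nuclei showing high fluorescence intensity.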
KB-V1 cytotox: qHTS assay for MDR1-selective chemotherapeutics: Primary screen using the drug-selected MDR subline cells KB-V1. KB-V1 MDR cells viability, CellTiter-Glo, 72 h. Potency, µM (doses to about 46.1 µM), for inactives: at the highest dose activity change, negative = cytotoxicity, hits mostly cytotoxic. actives 3.4% (n = 400,000). AID 1347076, 2019; also: potency is read from the fitted curve at half-maximal effect; % is scaled to controls: 0 for no effect and ±100 for the full control effect; nearly all actives have a fitted effect of over 60% in size
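KB-V1 cells (P-gp-expressing MDR subline of KB-3-1) in phenol-red-free DMEM with 10% FBS were exposed to library compounds over a concentration series for 72 h at 37 degrees C. Viability read by CellTiter-Glo luminescence; concentration-effect curves fitted after normalization.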
GLP-1R agonist: qHTS of GLP-1 Receptor Agonists; Potency, µM (titrated, usually from 45.6 µM), inactives show top-dose activation, hits mostly activators; HEK293 GLP-1R CRE-luciferase, luminescence, 4-6 h; cells express a hypersensitive GLP-1R form; actives 0.007% (n = 380,000); Glucagon-like peptide 1 receptor (Homo sapiens), P43220; also: potency is read from the fitted curve at half-maximal effect; % of control where 0% means no effect
Target sequence (P43220 whole entry, looked up): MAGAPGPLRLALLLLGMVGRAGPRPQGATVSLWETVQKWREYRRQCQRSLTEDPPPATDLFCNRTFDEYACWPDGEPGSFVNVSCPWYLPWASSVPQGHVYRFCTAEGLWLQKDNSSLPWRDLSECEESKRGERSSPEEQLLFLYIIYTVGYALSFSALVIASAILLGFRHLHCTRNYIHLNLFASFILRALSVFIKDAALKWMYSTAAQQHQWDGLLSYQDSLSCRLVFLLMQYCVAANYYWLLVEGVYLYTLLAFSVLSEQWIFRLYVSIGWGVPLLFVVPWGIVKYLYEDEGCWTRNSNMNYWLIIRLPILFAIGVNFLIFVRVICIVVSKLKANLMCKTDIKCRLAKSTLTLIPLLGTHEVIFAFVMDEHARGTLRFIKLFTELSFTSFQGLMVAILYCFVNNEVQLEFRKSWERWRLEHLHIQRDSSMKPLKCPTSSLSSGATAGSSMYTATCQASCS
HT1080 IDH1KD tx: qHTS for induction of synthetic lethality in tumor cells producing 2HG: qHTS for the HT-1080-IDH1KD cell line; Potency, µM (highest dose often 46.1 µM), without a hit: at the highest dose activity, negative = toxicity, hits mostly cytotoxic; actives 2% (n = 360,000); AID 686971, 2013; HT-1080 IDH1 knockdown viability, ATP luminescence, 48 h;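 also: potency is read from the fitted curve at half-maximal effect; 0% = DMSO wells and -100% = cell-free medium wells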
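IDH1KD HT-1080 cells, 750/well, RPMI + 5% FBS; compound pinned after 2 h settling; 48 h, 37 °C; CellTiter-Glo luminescence; % activity normalised to DMSO and no-cell wells; curves fitted, classed by r2 and efficacy.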
HT1080NT lethal: qHTS for induction of synthetic lethality in tumor cells producing 2HG: qHTS for the HT-1080-NT fibrosarcoma cell line; HT-1080-NT fibrosarcoma viability, CellTiter-Glo ATP luminescence, 48 h; Potency, µM (top dose mostly 46.1 µM), inactives show at the highest dose activity, negative = less viability, hits mostly cytotoxic; actives 1.6% (n = 360,000); AID 686970, 2013;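 also: NT is the 2HG producing partner of a matched IDH1 knockdown line; potency is read from the fitted curve at half-maximal effect; 0% = DMSO-treated cells and -100% = media-only wells without cells; nearly all actives have a fitted effect of over 55% in size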
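Viability of the 2HG-overproducing fibrosarcoma line after 48 hours of compound exposure at 37 degrees C was determined by luminescence with CellTiter-Glo, and concentration-effect curves were then fitted and categorized.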
KB-3-1 tox: qHTS assay for MDR1-selective chemotherapeutics: Primary screen using the parental adenocarcinoma cell KB-3-1; AID 1347075, 2019; actives 1.4% (n = 400,000); Potency, µM (titrated, usually from 46.1 µM), for the others: at the top dose activity change, negative = cytotoxic, hits mostly cytotoxic; KB-3-1 viability, CellTiter-Glo ATP luminescence, 72 h; also: potency is read from the fitted curve at half-maximal effect; % is scaled to controls: 0 for no effect and ±100 for the full control effect; nearly all actives have a fitted effect of over 60% in size
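Screening of KB-3-1 cells (DMEM, 10% FBS, phenol-red free) ran from lowest to highest compound concentration; after 72 h at 37 °C viability was read luminescently and curves fitted.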
DRD3 antagonist: qHTS of D3 Dopamine Receptor Antagonist: qHTS; D(3) dopamine receptor (Homo sapiens), P35462; D3R cells, DiscoveRx beta-arrestin luminescence, antagonist mode; stronger effect = lower value; max response, negative = inhibition, %; actives 2.5% (n = 360,000); AID 652054, 2013; in the data active = max response below about -50%; inconclusive = no clear call, values can overlap the other calls; also: % is scaled to controls: 0 for no effect and ±100 for the full control effect; mostly tested at two doses, the higher about 12 µM
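Cells plated overnight at 1500 cells/well, then exposed to library compounds with dopamine controls for 90 minutes at 37 degrees C. DiscoveRx reagent added for 30–60 minutes at room temperature; luminescence read, quantitative HTS format.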
IL1B secr inh: qHTS for Inhibitors of Inflammasome Signaling: IL-1-beta AlphaLISA Primary Screen; THP-1 LPS/ATP IL-1B secretion, AlphaLISA, 16 h; stronger effect = lower value; actives 4.7% (n = 360,000); AID 743279, 2014; activity change, % at 57.5 µM; in the data active = activity change below about -50%; inconclusive = mostly about -30% to -49%; also: % is scaled to controls: 0 for no effect and ±100 for the full control effect
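Secreted IL-1B measured by AlphaLISA bead assay after 16 h compound exposure of THP-1 cells; compounds (final up to 57.5 uM) added 1 h before LPS (250 ng/mL) and ATP (1.25 mM) stimulation; lower signal means less secretion.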
Starred values were filed as active, the others as inactive; i = inactive; ? = inconclusive; / = not tested or not shown; & = joins results of further samples; [ ] = remark or other dose. Unless noted, calls follow the shape of the dose curve; as a rule, active = well fitted curve in the direction sought with a large enough effect; inconclusive = small, poorly fitted or top-dose-only effect, or another doubt; inactive = no such curve, though single readings can be large; an effect the other way counts as inactive or inconclusive. Compounds as they come; overall some 12% were active at least once.

SMILES	DRD3 agonist	SW480 rerep	KB-V1 cytotox	GLP-1R agonist	HT1080 IDH1KD tx	HT1080NT lethal	KB-3-1 tox	DRD3 antagonist	IL1B secr inh
O=C(Nc1ccccc1)N1CCN(c2ccccc2)CC1	-5	0%	-1%	2%	-2%	0%	-17%	0	-10
COc1ccc(C(=O)Nc2ccc(C3(C#N)CCCC3)cc2)cc1	-7	-36%[inhibitor]	?	12%	-5%	1%	-23%	-24	-14
COc1ccccc1N(CC(=O)N1CCN(c2ccccc2)CC1)S(=O)(=O)c1ccc(C)cc1	0	4%	/	0%	-1%	5%	/	3	-8
Cc1ccc(C(=O)NCc2ccco2)cc1	4	7%	5%	7%	-3%	4%	5%	3	0
CCc1cccc(OCC(=O)Nc2ccc(S(=O)(=O)N3CCCC3)cc2)c1	-7	2%	1%	6%	-14%	-4%	6%	-1	?
O=C(CN1C(=O)/C(=C\c2cccc(Cl)c2)Sc2ccccc21)NCCCN1CCOCC1	-13	?	-10%	8%	0%	6%	0%	?	-6
COc1ccc(C)cc1NS(=O)(=O)c1ccccc1	-3	2%	-1%	12%	10%	2%	1%	-2	-16
COc1ccc(/C=C/C(=O)NCc2ccccn2)cc1OC	6	-3%	14%	16%	-1%	2%	-4%	-7	-73*
COC(=O)c1cccc(-n2c(=O)n(Cc3ccccc3)c(=O)c3[nH]cnc32)c1C	-21	0%	?	11%	5%	0%	15%	-10	59
O=c1[nH]cc(N(CCO)CCO)c(=O)[nH]1	3	-9%	10%	0%	?	?	5%	14	9
CCC[C@H]1CN(Cc2cccnc2)C(=O)[C@@H]1CC(=O)Nc1ccc(Br)cc1	-10	/	?	4%	-15%	2%	3%	?	-22
Cc1oc(-c2ccc(Cl)cc2)cc1C(=O)NC1CCN(Cc2ccccc2)CC1	-9	-130%[inhibitor]	0%	3%	-6%	3%	-2%	-65*	?
O=C(COC(=O)Cc1cccs1)Nc1ccccc1F	2	-3%	3%	-12%	0%	0%	2%	14	0
Cc1cc(C(=O)c2ccccc2)c(NC(=O)CN2CCOCC2)s1	-4	-1%	-10%	-3%	4%	6%	6%	22	-15
O=C(OCC(=O)N1CCC(c2ccccc2)=N1)c1ccc(Cl)s1	2	-8%	?	-1%	4%	10%	17%	-11	-11
CC1CCCCN1CCNC(=O)c1ccc2c(c1)N(Cc1cccc(Cl)c1)C(=O)c1ccccc1S2(=O)=O (configuration not stated)	-5	/	11%	-1%	?	?	-2%	-28	?
O=C(Nc1ccccc1N1CCOCC1)C1CCN(S(=O)(=O)c2ccc(F)cc2)CC1	6	95%	?	2%	3%	3%	-13%	7	-3
CC1CCN(S(=O)(=O)c2cn(CC(=O)Nc3ccc(C#N)cc3)cn2)CC1	5	-21%	-2%	2%	-22%	0%	-2%	-5	8
COc1ccc(/C=C2\SC(=S)N(CCCCCC(=O)Nc3cc(C)on3)C2=O)cc1OC	3	-2%	-7%	-10%	5%	-4%	7%	10	-1
COc1ccc(C2=NN(C(=O)CSc3nc4ccccc4s3)C(c3ccc(F)cc3)C2)cc1 (configuration not stated)	-4	6%	12µM*	-1%	-5%	-6%	?	-20	-6
Cc1ccc(C)c(Cn2c(=O)n(CCCC(=O)NCc3ccco3)c(=O)c3sccc32)c1	-4	?	?	-6%	9.2µM*	?	5.8µM*	-16	13
COc1cc(/C=C2/SC(=S)N(CCC(=O)Nc3cccnc3)C2=O)cc(OC)c1OC	1	/	-2%	-4%	1%	9%	1%	8	-20
C#CCOc1ccccc1/C=N/NC(=O)c1ccccc1OCc1ccccc1	11	16%	-8%	4%	-24%	-19%	-16%	23	-5
CCCCCC(=O)Nc1cccc(C2=NOC3(C2)C[C@@H](C(N)=O)N(C(=O)CC(c2ccccc2)c2ccccc2)C3)c1 (some centres not stated)	-24	4%	-2%	-3%	?	-22%	16µM*	-14	0
Cc1cc([N+](=O)[O-])ccc1NC(=O)CCC(=O)N1CCCCC1	-9	-7%	-6%	-2%	6%	9%	3%	-1	39
CC(=O)N1c2ccc(S(=O)(=O)N3CCOCC3)cc2CC1C (configuration not stated)	-7	-2%	0%	-1%	7%	8%	-28%	12	7
CCCCCCCCCCCCN1C/C(=C\C(=O)OCC)c2cc(C(F)(F)F)ccc2S1(=O)=O	27	-11%	-24%&-4%	-1%	-2%	-3%	-26%&9%	15	32
COc1ccccc1NC(=O)COc1ccc(C(=O)OCC(=O)N(C(C)C)C(C)C)cc1OC	5	-13%	?	-1%	2%	-6%	3%	70	0
CCOC(=O)c1c(N)n(-c2ccc(OCC)cc2)c2nc3ccccc3nc12	-5	/	-20%	10%	/	/	16%	/	/
COc1ccc(C(C)=O)cc1CSc1nnc(-c2ccncc2)o1	3	-6%	0%	-6%	0%	-1%	?	-10	9
CC(=O)N1CCN(C(=O)CCc2cc(C(C)(C)C)c(O)c(C(C)(C)C)c2)CC1	-6	-2%	?	-7%	15%	-7%	9%	9	i
CC1CCCCC1NC(=O)C1CCC(CNc2c(N3CCCCC3)c(=O)c2=O)CC1 (configuration not stated)	4	5%	21%	6%	6%	?	0%	-3	12
COc1ccc(NC(=O)CN2C(=O)CSc3ccc(S(=O)(=O)N4CCC(C)CC4)cc32)cc1	-5	?	-1%	7%	-26%	-10%	-8%	-4	-67*
CC(=O)c1ccc(S(=O)(=O)N2CCN(S(=O)(=O)c3ccccc3C(F)(F)F)CC2)cc1	0	16%	6%	-2%	0%	10%	9%	-21	-12
O=C(COc1ccc(S(=O)(=O)N2CCCC2)cc1Cl)N1CCN(c2ccccc2)CC1	6	0%	-23%	-7%	-1%	8%	-3%	-18	-11
COC(=O)CNc1c(-c2ccccc2)nc2ccc(Br)cn12	-2	-5%	-3%&13%	16%	-3%	-6%	-17%&11%	14	-21
COc1cccc(N2CCN(Cc3nc4ccccc4c(=O)[nH]3)CC2)c1	-9	-3%	-5%	-21%	2%	-1%	0%	-1	9
Cc1ccc(Nc2nc(N)c([N+](=O)[O-])c(NCc3ccco3)n2)cc1	1	-5%	?	?	?	-29%	?	-14	-6
CCCCCCCCCCCC(=O)NC1CCS(=O)(=O)C1 (configuration not stated)	9	-5%	17%	-9%	-10%	-11%	-2%	2	-15
O=C(NCc1cccnc1)c1ccccc1NC(=O)c1c(F)cccc1F	-6	28%	0%	8%	1%	-1%	13%	-3	4
Cc1ccccc1NC(=O)CNc1ccccc1N1CCCCC1	-4	-1%	?	0%	0%	-10%	-5%	0	-10
Cc1cc(=O)n2c(C(=O)Nc3ccc(C(=O)OC(C)C)cc3)c(C(=O)Nc3ccccc3)sc2n1	-1	-81%[inhibitor]	-15%	-4%	-23%	?	-4%	4	21
COc1ccc(CN(C(=O)c2snc(C(N)=O)c2N)C(C(=O)NC2CCCC2)c2ccco2)cc1 (configuration not stated)	2	-4%	?	14%	1%	4%	4%	8	?
Nc1nc(=S)c2ncn(C3OC(CO)C(O)C3O)c2[nH]1 (configuration not stated)	-3	8%	1µM*	0%	21µM*	15µM*	5.8µM*	?	14
N/C(CCS(=O)(=O)c1ccc(Cl)cc1)=N\OC(=O)c1ccccc1Cl	2	-31%[inhibitor]	-23%	?	?	?	-23%	6	-51*
COc1ccc(-n2c(SCC(=O)O)nc3sc4c(c3c2=O)CCC4)cc1	-6	?	11%	1%	-4%	-2%	0%	-20	0
O=C(N/N=C/c1cccc(O)c1)NC1CCCCC1	-5	5%	0%	12%	-14%	-9%	15%	5	-30
COc1cccc(NC(=O)Cn2cc(C=O)c3ccccc32)c1	3	2%	?	-2%	-14%	-26%	-8%	16	36
CCOC(=O)c1c(C)[nH]c(C)c1C(=O)COC(=O)c1cccnc1SC	0	4%	-1%	19%	-1%	0%	3%	?	-28
CC1CCC(NC(=O)COC(=O)c2ccc3ncsc3c2)CC1 (configuration not stated)	-9	1%	1%	2%	2%	-6%	-5%	-26	-10

Going on with the list.
SMILES	DRD3 agonist	SW480 rerep	KB-V1 cytotox	GLP-1R agonist	HT1080 IDH1KD tx	HT1080NT lethal	KB-3-1 tox	DRD3 antagonist	IL1B secr inh
COc1ccc(C(=O)N/C(=C\c2cn(C)c3ccccc23)C(=O)OCCN(C)C)cc1	-23	-13%	-2%	-1%	-14%	-19%	-5%	-18	12
O=C(Cc1ccccc1)NCC1OCCc2ccccc21 (configuration not stated)	-6	-2%	-15%	1%	12%	7%	8%	7	17
CC(C)CNC(=O)NC1C(NC(=O)NCC(C)C)N(C)C(=O)N1C (configuration not stated)	-2	-7%	2%	1%	13%	8%	-10%	0	13
C[n+]1cccc(CNC(=O)/C=N/O)c1	1	-43%[inhibitor]	-5%	-5%	5%	5%	0%	9	40
COc1cccc(C2C(C#N)=C(N)Oc3cc(C)n(Cc4ccco4)c(=O)c32)c1 (configuration not stated)	2	-7%[9.22 µM]	-1%	-5%	5%	-1%	5%	-22	-10
CC1CCc2sc(C(=O)N(C)CC(=O)Nc3ccc(N4CCOCC4)cc3)cc2C1 (configuration not stated)	-4	2%	?	1%	-15%	-11%	0%	-2	-1
COc1ccc(CNC(=O)c2[nH]c(C)c(C(C)=O)c2C)cc1	-1	-1%	?	14%	-9%	-4%	27%	-23	46
